CDK5 inh: inhibitors of human CDK5/p35 kinase | AID 488839 | 330,000 compounds, 0.01% hits | Q00535+Q15078 | Recombinant CDK5/p35, ADP-Glo luminescence, 60 min | inhibition, % at 10 µM;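 active = highest replicate inhibition of at least 50% and at least 75% of replicates reaching 50%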;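 note: plate controls were DMSO neutral control for no effect and GW8510 at 10 µM for full effect; many of its hits are not listed in these tables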
PKA-R2B activ: activators of human PKA-R2B complex | P22694+P31323 | PKA-R2B holoenzyme dissociation, Cy5-IP20 fluorescence polarization; R2B truncated from residue 108, S112A mutant; 0% DMSO only, 100% 113 µM cGMP | activation, % at 11.4 µM | 340,000 compounds, 0.079% hits;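 active = activation above a cutoff set at the mean over all compounds plus 3 SD, cut at about 18% in these data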;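 note: higher means more holoenzyme dissociation and a rise in polarization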
Target sequence (P31323 whole entry, looked up, other chains not shown, the tested form may be a part): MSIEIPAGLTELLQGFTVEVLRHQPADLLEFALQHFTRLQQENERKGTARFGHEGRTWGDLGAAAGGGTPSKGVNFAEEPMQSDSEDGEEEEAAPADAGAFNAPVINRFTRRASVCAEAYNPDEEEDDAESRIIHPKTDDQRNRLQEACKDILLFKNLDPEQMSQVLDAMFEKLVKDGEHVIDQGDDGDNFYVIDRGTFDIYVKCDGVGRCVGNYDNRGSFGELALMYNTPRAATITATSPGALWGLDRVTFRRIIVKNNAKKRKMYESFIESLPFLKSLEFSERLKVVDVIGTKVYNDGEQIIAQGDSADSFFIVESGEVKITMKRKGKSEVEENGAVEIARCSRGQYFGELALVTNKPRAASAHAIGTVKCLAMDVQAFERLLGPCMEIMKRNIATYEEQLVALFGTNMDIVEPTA
NSD2 HMT inh: inhibitors of human histone methyltransferase NSD2; NSD2 peptide methylation, AlphaScreen, 120 min; O96028; 310,000 compounds, 0.54% hits; inhibition, % at 12.5 µM; in the data active = inhibition above about 50%
Arrestin-AP2 inh: inhibitors of human beta-arrestin and AP2 interaction; FITC-arrestin peptide / GST-AP2 beads, flow cytometry; AP2 beta2 appendage carries R879A mutation; 340,000 compounds, 0.31% hits; inhibition, % at 10 µM;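 active = inhibition above a set limit, near 3 SD of compounds lacking own fluorescence, cut at about 54% in these data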;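 note: plate controls were DMSO wells for no effect and 5 µM unlabelled arrestin peptide for full effect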
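Material – GST-tagged AP2 beta2-adaptin appendage (R879A) on 4 µm glutathione beads · Probe or stimulus – fluorescein-tagged arrestin peptide at 50 nM final · Timing – 12 min plus 1 h, RT · Detection – bead flow cytometry, FITC channel · Read-out basis – inhibition as reduced fluorescein signal on beads, percent · Medium – PBS plus Tween 20 (0.05%) and BSA (0.1%)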
Pemphigus Ab inh: inhibitors of pemphigus antibody binding to human desmoglein-3 | AID 588358 | P32926 | binding (percent of control), % at 10 µM | DSG3-coupled beads, scFv-anti-DSG3-GFP binding, flow cytometry; hits give low values | 310,000 compounds, 0.48% hits;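 active = binding more than 3 SD below its plate's average and above zero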;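 note: hits lower antibody fragment binding to DSG3; some compounds called inactive have numbers as strong as hits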
MITF act: increases MITF-driven TRPM1 promoter luciferase signal; activation, % at 12.5 µM; AID 588334; SK-MEL-5 TRPM1-promoter luciferase, 24 h; % of positive control, neutral wells = 0; 300,000 compounds, 0.75% hits;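 active = mean activation of at least 80% with every replicate also reaching 80%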;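 note: 0% = neutral control wells and 100% = parthenolide positive control wells; values of inactives mirror those of a sister screen read the other way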
dFosB activator: activators of mouse delta FosB homodimer | P13346 | purified delta FosB, TAMRA-CDK5 oligo fluorescence polarization; percent of positive-control signal above neutral wells | activation, % at 25 µM | 340,000 compounds, 0.99% hits;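 active = mean activation above about 17%, with every replicate also reaching it, limit read from the data, passing the limit was not always enough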;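 note: fluorescence polarization rise as delta FosB binds a TAMRA Cdk5 AP-1 oligo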
SR-BI DiI-HDL act: enhances SR-BI lipid uptake from DiI-HDL. CHO ldlA[mSR-BI] cells, DiI-HDL uptake fluorescence, 3 h; 100 = double the neutral-control signal. activation, % at 12.5 µM. 320,000 compounds, 0.096% hits. AID 504775;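 active = mean replicate activation of at least 60% and every replicate at or above 60%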;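 note: 0% = median plate neutral-control signal and 100% = twice that signal; values of inactives mirror those of a sister screen read the other way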
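Material: SR-BI-overexpressing, LDLR-lacking CHO cells | Dosing: Single compound concentration, delivered by pin transfer | Probe or stimulus: Labelled HDL, 10 µg/mL | Signal: Bottom-read cell fluorescence after medium removal, ex 550/em 595 nm | Schedule: 3 h, 37 °C | Evaluation: HDL uptake via cellular fluorescence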
PKA-R1A act: PKA-R1A complex activation; PKA-R1A dissociation, Cy5-IP20 fluorescence polarization; scaled: DMSO 0%, 113 µM cGMP 100%; AID 504707; P00514+P68181; 340,000 compounds, 0.083% hits; activation, % at 11.4 µM;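 active = percent activation above the mean of all tested compounds plus 3 SD, cut at about 19% in these data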;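 note: higher means more PKAc released from R1A so a rise in polarization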
SR-BI DiI inh: inhibitors of mouse SR-BI mediated HDL lipid uptake; AID 488896; ldlA[mSR-BI] CHO cells, DiI-HDL uptake fluorescence, 3 h; 320,000 compounds, 0.96% hits; inhibition, % at 12.5 µM;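 active = mean replicate inhibition of at least 70% and a set share of replicates each scoring 70 or more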;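 note: 0% = median of neutral control wells and 100% = median of positive control wells; values of inactives mirror those of a sister screen read the other way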
Target sequence (Q61009 whole entry, looked up): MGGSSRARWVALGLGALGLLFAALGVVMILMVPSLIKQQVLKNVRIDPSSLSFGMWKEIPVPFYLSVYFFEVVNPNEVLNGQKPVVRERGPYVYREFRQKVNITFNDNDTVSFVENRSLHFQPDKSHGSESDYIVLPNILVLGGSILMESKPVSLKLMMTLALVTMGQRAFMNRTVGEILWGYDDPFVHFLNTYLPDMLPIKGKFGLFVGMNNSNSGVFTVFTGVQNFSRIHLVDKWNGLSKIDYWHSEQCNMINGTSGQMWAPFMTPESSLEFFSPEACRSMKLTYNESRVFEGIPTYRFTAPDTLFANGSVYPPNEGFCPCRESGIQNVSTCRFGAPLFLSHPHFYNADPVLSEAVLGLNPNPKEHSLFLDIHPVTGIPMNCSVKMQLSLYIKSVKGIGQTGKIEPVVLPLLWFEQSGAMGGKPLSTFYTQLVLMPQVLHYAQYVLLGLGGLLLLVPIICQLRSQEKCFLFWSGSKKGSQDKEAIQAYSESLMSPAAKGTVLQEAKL
SUMO Mot1 rescue: inhibitors of SUMOylation pathway: yeast Mot1-301 growth rescue; S. cerevisiae Mot1-301 growth rescue, ATP luminescence, 38.5C; percent above DMSO median, 100 means doubled; growth rescue, % at 18.8 µM; 320,000 compounds, 1% hits;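 active = every valid replicate shows activation above 250% relative to neutral control wells; inactive = the rest, any valid replicate at or below 250%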;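 note: OY570 slx delta 5 strain wells were the positive control but not used for scaling; some compounds called inactive have numbers as strong as hits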
The depositor's hits bear a star; / = no result given. This is a random part of the collection. Share with any hit: about 4.7%.

#1 Cc1noc(C)c1COc1cccc(C(=O)N(C)Cc2cccs2)c1
#2 COc1ccccc1-c1sc2ccccc2c1-c1ccc(OCCN2CCOCC2)cc1
#3 O=C(N/N=C/c1cc2c(cc1[N+](=O)[O-])OCO2)c1ccc2c(c1)OCO2
#4 CCCCNC(=S)Nc1ccc(SC(F)F)cc1
#5 CC(C)CNC(=O)CCCc1c[nH]c2ccccc12
#6 CCOc1ccc(S(=O)(=O)N2CCCCC2)cc1NC(=O)CN1C(=O)NC(C)(C2CC2)C1=O (centres undefined)
#7 Cc1ccc(SCc2cc(=O)[nH]c(Nc3nc(C)c4ccc(C)cc4n3)n2)cc1
#8 Cc1ccn2c(=O)c(NC(=O)c3ccc(Br)o3)c(C)nc2c1
Screen / compound no.	1	2	3	4	5	6	7	8
CDK5 inh	-1.0	-2.0	-0.9	1.2	0.3	-0.9	-2.6	-1.2
PKA-R2B activ	-2	-5	4	4	-11	2	-3	5
NSD2 HMT inh	-4	/	6	-3	-1	-1	-1	2
Arrestin-AP2 inh	9	4	4	-8	3	-4	-10	41
Pemphigus Ab inh	/	104	116	84	100	110	125	107
MITF act	-5	17	13	36	/	-7	15	-8
dFosB activator	-2	4	4	-1	3	-12	-1	-6
SR-BI DiI-HDL act	3	-27	/	-16	-6	12	10	31
PKA-R1A act	-1	0	1	3	-5	-11	-1	3
SR-BI DiI inh	-3	27	/	16	6	-12	-10	-31
SUMO Mot1 rescue	2	/	91	12	5	9	-25	66

#9 CCOC(=O)C1CCCN(C(=O)c2ccc3c(=O)n(Cc4ccccc4OC)c(=S)[nH]c3c2)C1 (centres undefined)
#10 COc1ccc(N(C(C)C(=O)Nc2cccnc2)S(C)(=O)=O)cc1 (centres undefined)
#11 CCOCCN1CCN(c2c3c(nc4cc(-c5ccc(F)cc5)nn24)CCC3)CC1
#12 CC(C)c1ccc(O)c(NC(=O)c2ncn[nH]2)c1
#13 O=C(/C=C/c1ccc(O)c(O)c1)OC(Cc1ccc(O)c(O)c1)C(=O)O (centres undefined)
#14 CC(C)CNC(=S)Nc1ccc(Oc2ccccc2)cc1
#15 CN(C(=O)COC(=O)c1cc([N+](=O)[O-])ccc1N1CCCC1)C1CCS(=O)(=O)C1 (centres undefined)
#16 COCc1c(N)c(C)nc(Cl)c1C#N
Screen / compound no.	9	10	11	12	13	14	15	16
CDK5 inh	-0.5	1.1	-0.2	-0.3	-4.6	-0.6	-0.3	11
PKA-R2B activ	0	4	1	-6	5	-2	-3	6
NSD2 HMT inh	7	0	/	1	/	6	-1	-3
Arrestin-AP2 inh	-4	51	21	8	-2	15	11	-3
Pemphigus Ab inh	99	105	105	100	83	99	104	83
MITF act	2	-7	23	/	/	14	-3	-9
dFosB activator	-18	0	-1	-8	4	-6	-2	0
SR-BI DiI-HDL act	14	-4	-48	18	4	0	-2	2
PKA-R1A act	-4	-2	1	1	-5	0	10	5
SR-BI DiI inh	-14	4	48	-18	-4	0	2	-2
SUMO Mot1 rescue	-9	1	/	-18	40	15	-22	-11

#17 NC(=O)c1ccccc1NS(=O)(=O)c1ccccc1
#18 CCCCN(CCCC)C(=O)c1cc2ccccc2c(=O)o1
#19 O=C(CN1C(=O)C2CCCCC2C1=O)Nc1ccccc1C(=O)O (centres undefined)
#20 COC(=O)CNC(=O)c1ccccc1C
#21 CCNC(=S)Nc1ccc(Cl)c(C(F)(F)F)c1
#22 CCN(CC)S(=O)(=O)c1ccc(C)c(NC(=O)CSc2ncc(C(F)(F)F)cc2Cl)c1
#23 Cc1nc(N2CCCCC2C)c2c(C)c(C(=O)Nc3cccc(C(F)(F)F)c3)sc2n1 (centres undefined)
#24 Cc1ccc(N(CC(=O)NC2CCCCC2)S(=O)(=O)c2cccs2)cc1
Screen / compound no.	17	18	19	20	21	22	23	24
CDK5 inh	-0.1	-0.1	1.6	2.6	0.8	-1.8	0.7	1.1
PKA-R2B activ	-8	-4	2	-6	-11	-4	-8	5
NSD2 HMT inh	-1	-1	3	-9	2	-1	/	0
Arrestin-AP2 inh	-5	12	-2	30	-12	0	8	-13
Pemphigus Ab inh	100	96	106	78	100	89	83	/
MITF act	/	-2	-3	-1	1	-9	5	11
dFosB activator	-6	3	-3	3	3	-2	-10	-2
SR-BI DiI-HDL act	-19	-2	5	31	-20	-6	-74	2
PKA-R1A act	-7	0	11	-4	-2	-11	-2	-8
SR-BI DiI inh	19	2	-5	-31	20	6	74*	-2
SUMO Mot1 rescue	-4	-3	-1	0	-17	20	-7	-5

#25 COc1cc(C(=O)OCCc2cc3ccccc3c(=O)o2)cc(OC)c1OC
#26 CCOC(=O)c1nnn(-c2nonc2N)c1CSc1ccccn1
#27 Cc1ccc(S(=O)(=O)NCCC(=O)OCC(=O)Nc2cccc(Cl)c2)cc1
#28 Brc1ccccc1OCCN1CCOCC1
#29 CCOc1ccccc1NC(=O)/C=C/c1ccccc1[N+](=O)[O-]
#30 COCC(C)n1c(SCC(=O)Nc2c(C)n(C)n(-c3ccccc3)c2=O)nc2ccccc2c1=O (centres undefined)
#31 Cc1ccc(Cl)cc1NS(=O)(=O)c1ccc2c(c1)NC(=O)C(C)C(=O)N2 (centres undefined)
#32 CCn1c2ccccc2c2cc(CN3CCN(S(C)(=O)=O)CC3)ccc21
Screen / compound no.	25	26	27	28	29	30	31	32
CDK5 inh	-3.4	0.7	1.2	1.9	0.8	-2.8	-6.3	0.7
PKA-R2B activ	-9	12	6	-2	-6	-6	9	9
NSD2 HMT inh	/	9	-1	-3	3	-2	/	35
Arrestin-AP2 inh	9	9	-2	-20	6	-2	-4	-2
Pemphigus Ab inh	104	/	103	112	/	111	108	110
MITF act	-13	11	11	7	9	-2	/	-1
dFosB activator	2	-18	3	5	-12	-5	-6	2
SR-BI DiI-HDL act	-49	8	-1	12	-82	9	3	23
PKA-R1A act	-12	-7	0	-1	-7	-2	6	-2
SR-BI DiI inh	49	-8	1	-12	82*	-9	-3	-23
SUMO Mot1 rescue	-2	9	-6	-8	17	10	-4	3

#33 Cc1ccc(N2C(=O)[C@@H]3C(c4ccc(F)cc4)=NO[C@@H]3C2=O)cc1
#34 COc1ccc(-c2cc(C(=O)Nc3ccc(O)cc3)c3ccccc3n2)cc1OC
#35 CCCN1Cc2cccc(C(=O)NCCCOC(C)C)c2C1=O
#36 COc1ccc(C2CC(=O)c3cc(OC)ccc3O2)cc1 (centres undefined)
#37 COC(=O)c1ccccc1NC(=O)CCS(=O)(=O)c1ccc(Br)s1
#38 CCOC(=O)c1sc(NC(=O)C2CC(=O)N(c3ccc4c(c3)OCCO4)C2)nc1C (centres undefined)
#39 COc1ccc(CN(C)C(=O)Cc2ccc(S(=O)(=O)N3CCOCC3)s2)cc1OC
#40 Cn1c(SCC(=O)N(Cc2ccccc2)C(C)(C)C)nc2ccccc21
Screen / compound no.	33	34	35	36	37	38	39	40
CDK5 inh	-0.6	1.0	-1.1	-0.3	0.6	-0.5	-0.8	-0.4
PKA-R2B activ	-1	-3	-7	9	-10	7	7	4
NSD2 HMT inh	/	0	0	-1	/	1	-1	-1
Arrestin-AP2 inh	2	8	-4	-7	7	-10	40	-3
Pemphigus Ab inh	102	91	100	/	101	108	/	102
MITF act	-10	16	2	45	/	-5	4	-3
dFosB activator	2	12	0	-14	-4	-20	-5	-3
SR-BI DiI-HDL act	-5	-81	20	-15	34	12	-6	-10
PKA-R1A act	-4	-4	0	-4	0	0	13	-9
SR-BI DiI inh	5	81*	-20	15	-34	-12	6	10
SUMO Mot1 rescue	-10	4	-8	/	3	/	2	2

#41 CC1=CC(C)(C)NC(=O)N1c1ccc(C)cc1
#42 O=C(Nc1ccc(C(=O)O)cc1)/C(=C/c1cccc(Br)c1)NC(=O)c1ccco1
#43 COc1ccc(N2CCN(C(=O)CSc3ccccc3N)CC2)cc1
#44 CCn1c2c(c(C)cc1=O)C(=O)CC(C)(C)C2
Screen / compound no.	41	42	43	44
CDK5 inh	0.6	-0.6	-0.1	1.1
PKA-R2B activ	1	-8	-8	-15
NSD2 HMT inh	-1	3	-1	6
Arrestin-AP2 inh	6	/	2	3
Pemphigus Ab inh	105	94	90	94
MITF act	2	4	-3	8
dFosB activator	-3	-2	-4	-3
SR-BI DiI-HDL act	25	15	-38	-12
PKA-R1A act	1	-11	8	-4
SR-BI DiI inh	-25	-15	38	12
SUMO Mot1 rescue	6	-12	-5	-10

Structures listed above printed as active in SR-BI DiI inh.
#23 Cc1nc(N2CCCCC2C)c2c(C)c(C(=O)Nc3cccc(C(F)(F)F)c3)sc2n1 (centres undefined)
#29 CCOc1ccccc1NC(=O)/C=C/c1ccccc1[N+](=O)[O-]
#34 COc1ccc(-c2cc(C(=O)Nc3ccc(O)cc3)c3ccccc3n2)cc1OC
Screen / compound no.	23	29	34
CDK5 inh	0.7	0.8	1.0
PKA-R2B activ	-8	-6	-3
NSD2 HMT inh	/	3	0
Arrestin-AP2 inh	8	6	8
Pemphigus Ab inh	83	/	91
MITF act	5	9	16
dFosB activator	-10	-12	12
SR-BI DiI-HDL act	-74	-82	-81
PKA-R1A act	-2	-7	-4
SR-BI DiI inh	74*	82*	81*
SUMO Mot1 rescue	-7	17	4
